Source: PubChem BioAssay (several laboratories)
TNAP act hiacc = increases human TNAP activity under high phosphate acceptor concentration | 200,000 tested, under 10 active | activation factor at 20 µM | P05186 | purified TNAP, CDP-star luminescence, 1 M DEA, 30 min; stronger effect = higher value; 0 = EDTA background, 1 = DMSO-only activity;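 active means activation factor at least 2 at 20 µM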
Target sequence (P05186 whole entry, looked up): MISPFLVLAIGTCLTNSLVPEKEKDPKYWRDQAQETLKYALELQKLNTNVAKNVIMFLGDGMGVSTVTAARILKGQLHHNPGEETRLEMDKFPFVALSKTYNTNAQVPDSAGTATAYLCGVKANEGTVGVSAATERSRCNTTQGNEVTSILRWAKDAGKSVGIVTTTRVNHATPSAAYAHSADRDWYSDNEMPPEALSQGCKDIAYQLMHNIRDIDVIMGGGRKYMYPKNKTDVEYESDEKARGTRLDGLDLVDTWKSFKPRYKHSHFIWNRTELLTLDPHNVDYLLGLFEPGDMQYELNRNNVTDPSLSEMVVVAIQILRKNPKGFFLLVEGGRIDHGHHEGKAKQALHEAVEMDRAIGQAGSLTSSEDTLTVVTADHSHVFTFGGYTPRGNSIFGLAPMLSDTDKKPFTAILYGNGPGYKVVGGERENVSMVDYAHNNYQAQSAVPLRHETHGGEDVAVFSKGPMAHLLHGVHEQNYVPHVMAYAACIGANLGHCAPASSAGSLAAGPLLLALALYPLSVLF
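Test system – human TNAP · Doses – 20 µM single point · Incubation – 30 min, room temperature · Signal – luminescent substrate turnover signal · Read-out basis – activation factor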
Lmaj promast = inhibitors of Leishmania major promastigote growth. AID 1063. inhibition, % at 10 µM. Leishmania major promastigotes, resazurin fluorescence viability. 200,000 tested, 9% active; in the data active means inhibition above about 50%;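 further: promastigotes grown with compound for 44 hours at 28 °C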
RAM network inh = blocks the yeast RAM network. S. cerevisiae dse1pr::URA3 reporter, 5-FOA growth OD615, 2 d; analog-sensitive cbk1-as2 kinase mutant strain. inhibition, % at 50 µM. 190,000 tested, 1.8% active. AID 868;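 active means inhibition above a set limit, 3 SD over mean compound inhibition, cut at about 8.4% in these data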;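 further: 0% = DMSO-only wells with no growth and 100% = 10 µM 1-NA-PP1 full growth; inhibition rescues growth on 5-FOA so higher OD means more RAM inhibition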
FLuc act counter = firefly luciferase counter-screen for stimulation assays; P08659; ATPlite luciferase biochemical, luminescence, 10 min; 0 = ATP-free wells, 1 = DMSO control; activation factor at 10 µM; 200,000 tested, under 10 active;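 active means luciferase activation factor, scaled between plate controls, of at least 2 with compound at 10 µM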
Target sequence (P08659 whole entry, looked up): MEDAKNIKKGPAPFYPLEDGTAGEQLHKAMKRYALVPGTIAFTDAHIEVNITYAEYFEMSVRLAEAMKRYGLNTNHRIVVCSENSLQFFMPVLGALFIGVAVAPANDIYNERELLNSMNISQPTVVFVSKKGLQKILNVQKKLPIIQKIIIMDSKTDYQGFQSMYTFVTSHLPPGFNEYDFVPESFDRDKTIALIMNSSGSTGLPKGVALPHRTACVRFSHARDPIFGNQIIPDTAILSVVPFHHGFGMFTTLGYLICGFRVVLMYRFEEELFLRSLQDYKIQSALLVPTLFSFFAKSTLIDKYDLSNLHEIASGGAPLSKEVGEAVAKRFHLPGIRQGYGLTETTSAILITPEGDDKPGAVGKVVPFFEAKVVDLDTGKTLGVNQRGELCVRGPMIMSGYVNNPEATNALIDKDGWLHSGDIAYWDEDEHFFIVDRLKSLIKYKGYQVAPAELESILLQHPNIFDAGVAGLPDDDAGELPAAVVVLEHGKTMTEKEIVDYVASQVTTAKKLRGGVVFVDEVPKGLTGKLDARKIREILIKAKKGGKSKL
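System: luciferase plus luciferin reagent, cell-free; medium: PBS as buffer for the ATP substrate; dosing: test compounds dosed from 2 mM stocks in 100% DMSO; timing: 10 min post-reagent at room temperature; measured by: luminescence measurement of luciferase light output; evaluation: luciferase activation, seen as luminescence increase over controls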
TNAP inh hiacc = inhibitors of human TNAP at high phosphate acceptor concentration. inhibition, % at 20 µM. 200,000 tested, 0.03% active. purified TNAP, CDP-star luminescence, 1 M DEA. P05186;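 active means over 50% inhibition of tissue-nonspecific alkaline phosphatase at 20 µM in the single-dose screen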;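 further: plate controls were DMSO wells for no effect and EDTA-quenched wells as full inhibition for full effect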
APP transl inh = APP translation inhibition. inhibition, % at 2 µM. SH-SY5Y APP 5'UTR-luciferase reporter, luminescence. 190,000 tested, 0.82% active;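 active means inhibition above a set limit, derived from the sample mean plus 3 SD, cut at about 45% in these data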; further: values of inactives mirror those of a sister screen read the other way
bIAP act = intestinal alkaline phosphatase (bovine) activation; purified bovine IAP, CDP-star luminescence, 30 min; stronger effect = higher value; fold of DMSO-control signal, blank-subtracted; activation factor at 20 µM; 200,000 tested, 0.17% active; AID 1016;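 active means activation factor of 2 or more at 20 µM, a signal rise over negative controls twice the positive control's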
TNAP inh no acc = TNAP (human) inhibition, acceptor-free conditions | P05186 | purified TNAP, CDP-star luminescence, 30 min | inhibition, % at 20 µM | 200,000 tested, 0.26% active | AID 1012;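 active means tissue-nonspecific alkaline phosphatase inhibition above about 50% at 20 µM in the single-dose screen, limit read from the data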;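 further: 0% = DMSO negative control and 100% = EDTA positive control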
FLuc inhib CS = inhibits firefly luciferase, flagging false hits in luciferase inhibition screens. P08659. 200,000 tested, 1.5% active. ATPLite firefly luciferase biochemical luminescence, 10 min. inhibition, % at 10 µM;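 active means inhibition above about 50% when tested at 10 µM, limit read from the data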
bIAP inh = intestinal alkaline phosphatase (bovine) inhibition | purified bovine IAP, CDP-star luminescence, 30 min | inhibition, % at 20 µM | 190,000 tested, under 10 active | AID 1019;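 active means over 50% inhibition of intestinal alkaline phosphatase at 20 µM in the single-dose screen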
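System: Purified bovine intestinal alkaline phosphatase (IAP) enzyme | Input: IAP diluted 1/65,000,000 in the well | Also added: CDP-star chemiluminescent phosphatase substrate, 30 µM final | Dosing: 20 µM single dose | Times: Enzyme reaction for 30 min at room temperature | Detection: Luminescence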
The depositor's hits bear a star; nt = not tested or not shown.

SMILES,TNAP act hiacc,Lmaj promast,RAM network inh,FLuc act counter,TNAP inh hiacc,APP transl inh,bIAP act,TNAP inh no acc,FLuc inhib CS,bIAP inh
COc1ccccc1NC(=O)C(C)NS(=O)(=O)c1ccc(F)cc1 (stereo not given),1,1.2,0.1,1.1,-3.6,0.1,1,-5.2,-7.5,1.5
CC(C)[C@H](NC(N)=O)C(=O)Nc1ccc(F)c(Cl)c1,1,13.2,0.9,1.1,-1.6,-0.4,1,-9.1,-6.9,-4.2
CCCn1c(N2CCN(CC(=O)NCc3cccs3)CC2)nc2ccccc21,1,10.1,-0.1,1,-0.9,-1.8,1.1,-1.3,-2.1,-5.9
COc1ccc(N(C(=O)CS(=O)CC(=O)Nc2ccc(F)cc2)C(C(=O)NC2CCCCC2)c2cccs2)cc1 (stereo not given),1,-4.2,2.5,1.1,-4.7,4.5,0.7,-9.5,-8.2,27.5
COc1ccc(S(=O)(=O)NCc2cn3c(C)csc3n2)cc1F,1,-6.5,2.9,1,-0.7,-13.9,1.1,-16.5,-2.3,-14.5
COc1cccc(CNCC(O)(c2ccc(Cl)cc2)c2ccc(Cl)cc2)c1,1,65.5*,0.3,1,1.0,-0.5,0.5,-6.9,-1.2,nt
CCOc1ccccc1/C=N/NC(=O)CNC(=O)c1ccc(S(=O)(=O)N2CCOCC2)cc1,1,-5.3,0.6,1.1,-3.9,8.3,1.3,1.3,-7.8,-28.0
Cc1ccc(OCC(=O)Nc2ccc(N3CCN(S(C)(=O)=O)CC3)cc2)cc1C,1.1,4.6,2.7,1,-8.0,1.0,1,-14.1,-2.3,4.7
COCCNC(=O)COC(=O)c1ccc(S(=O)(=O)N2CCOCC2)cc1,1,-2.5,-0.4,1,-4.2,-20.6,1,-14.9,-3.9,0.4
Cc1cccc(OC2CCN(Cc3c(C(=O)N4CCCC4)nc4ccccn34)CC2)c1,1,98.8*,2.0,1,0.3,-0.6,1,-4.8,-2.0,-2.3
O=C1C2C(C(=O)N1CC1CCCO1)C1C=CC2C12CC2 (stereo not given),1.1,-3.1,0.6,1.1,-8.3,14.9,0.8,-5.7,-10.3,16.0
Nc1c(C(=O)NCC2CCCO2)c2nc3ccccc3nc2n1-c1ccccc1 (stereo not given),1.1,39.1,2.0,1.1,-7.8,17.8,1.2,-22.5,-5.6,-17.4
Cn1cnc2cc(OC(=O)c3ccccc3)ccc21,1,-1.5,0.1,0.7,-0.8,2.6,0.9,2.3,32.9,8.2
Cn1c(NCCN2CCCCC2)cc(=O)n(C)c1=O,1.1,-7.7,0.3,1.1,-5.8,-2.8,0.9,-11.7,-7.5,11.9
COc1ccc(NC(=S)N(C)CC2COc3ccccc3O2)cc1 (stereo not given),1,4.8,1.2,1.1,-3.5,-7.5,1.1,-4.5,-5.2,-7.6
COC(=O)c1cc2sc(Cl)cc2n1CC(=O)Nc1cccc(SC)c1,1,16.2,3.9,1.1,-3.6,6.0,0.9,-9.9,-8.0,14.7
CCOC(=O)CSc1nnc(Cn2c(=O)sc3ccccc32)n1C,1,-6.9,2.7,1.1,-2.4,4.6,0.8,1.2,-11.0,20.8
CN(C)c1nc(N(C)C)nc(N2CCCCC2)n1,1,-3.5,1.1,1,-1.4,10.6,0.9,-11.2,-2.8,9.0
CC(=O)c1ccc(NC(=S)Nc2cccc(Cl)c2C)cc1,1,2.0,1.7,1,-1.5,8.8,1,-26.0,0.1,2.1
Cc1ccc(C2C(C#N)=C(N)N(N(C)C)C3=C2C(=O)CCC3)cc1 (stereo not given),1.1,32.2,0.5,1,-8.0,-6.6,1.1,-12.6,-4.1,-10.3
O=C(CN(c1cccc(C(F)(F)F)c1)S(=O)(=O)c1ccc(Cl)c([N+](=O)[O-])c1)NCc1ccccc1,1,63.5*,7.5,1.1,4.7,-12.2,1,17.6,-7.1,-1.0
Cc1ccc(NC(=O)C(CC(C)C)NC(N)=O)cc1Cl (stereo not given),1,2.5,2.1,1.1,1.1,-3.6,1,-10.4,-5.3,2.6
O=C(NCCS(=O)(=O)c1ccc(Cl)cc1)c1ccc(F)cc1,1,-3.2,1.8,1.1,-4.6,5.6,1.1,-3.0,-8.4,-9.6
COC(=O)CSc1nnc(CNC(=O)c2ccco2)n1-c1ccc(F)cc1,1.1,-7.6,0.4,1.1,-5.2,-7.2,1,-14.5,-6.0,3.4
CCn1nnnc1SCC(=O)Nc1ccc(OC)cc1,1,0.8,0.0,1,-4.7,-8.7,0.8,-7.7,-4.5,16.0
CC(C)(O)C(=O)NN(C(=O)c1ccccc1)c1cccc(Br)c1,1.1,3.6,0.6,1,-6.5,4.7,1,-17.4,1.1,1.8
Cc1cccc(NC(=O)C(=O)NCCc2c[nH]c3ccccc23)c1C,1,-4.9,3.4,1,0.4,-2.5,1,-4.0,0.6,3.7
C/C(=N\NC(=O)c1ccc(-c2ccccc2)cc1)c1cccc(N)c1,1,-1.3,0.1,1,-1.6,-5.8,1,-1.7,0.1,-1.1
O=C(NCCN1CCOCC1)c1cc(-c2ccccc2)on1,1.1,-0.2,-0.5,1.1,-5.3,-28.8,1,-11.6,-5.6,-2.2
CCCCNC(=O)COc1ccccc1C(=O)c1cc(C#N)c(=O)n(CCOC)c1,1,1.1,0.5,1,-1.7,9.4,1.1,-5.9,-3.2,-6.3
O=C(c1ccc(Br)cc1)N1CCCC(c2nc(-c3cccs3)no2)C1 (stereo not given),0.9,67.1*,3.1,1,5.1,-21.7,1,12.9,-3.7,3.3
COc1ccc(CCNC(=O)Cn2nc(C(=O)O)c3ccccc3c2=O)cc1OC,1,-0.8,2.7,1,-2.5,-2.6,1,-0.5,2.6,-1.8
COc1ccc(CC(=O)N2CC3(C)CC2CC(C)(C)C3)cc1 (stereo not given),1,1.3,-0.3,1,-4.7,-32.3,1,-7.6,-0.7,-0.4
O=C(CN1CCCCCCC1)N/N=C/c1ccccc1F,1,51.7*,1.6,1,2.7,8.5,1,-5.0,-2.8,0.7
Cc1c(C#N)c2ncn(CC#N)c(=O)c2n1-c1ccccc1,1,-2.9,2.5,1,-1.4,0.5,0.9,-6.3,-4.6,6.5
Clc1cc(Cl)cc(C2=NCCC(c3ccccc3)O2)c1 (stereo not given),1,-0.2,1.9,1,1.1,-8.9,0.9,-4.3,-4.8,11.9
CC1(C)Oc2ccc3ccc(=O)oc3c2C(N2CCCCC2)C1O (stereo not given),1,-1.2,1.6,1,-4.2,-11.9,0.9,-15.0,-3.6,8.0
CC(=O)c1ccc(S(=O)(=O)N2CCC(NC(=O)Nc3cccc(F)c3)CC2)cc1,1,28.9,1.7,1,1.9,11.8,1.1,-1.9,-0.3,-13.0
Nc1c(-c2ccccc2)c(CN2CCOCC2)nn1-c1ccccc1,1,0.8,3.7,1,-1.4,-8.1,0.9,-1.5,-0.1,10.4
CC1(C)Cc2nc3oc4c(NCc5ccccc5)ncnc4c3cc2CO1,1,-4.1,-0.3,1,1.9,-1.4,0.9,-5.0,-2.5,12.9

Further structures
Each structure is followed by: TNAP act hiacc, Lmaj promast, RAM network inh, FLuc act counter, TNAP inh hiacc, APP transl inh, bIAP act, TNAP inh no acc, FLuc inhib CS, bIAP inh
COC(=O)/C(=C1/Oc2cc3c(cc2S1)OCO3)C(F)(F)F
  1.1, -6.5, 2.7, 1.1, -6.9, -8.9, 0.9, -12.2, -9.5, 11.8
O=C(NNC(=S)NCc1ccccc1)c1ccc2c(c1)OCO2
  1, -3.6, 0.8, 1, -1.4, 4.2, 1, -131.5, -0.4, 3.6
Cn1c(N)c(C(=O)c2cc(-c3ccncc3)nc3ccccc23)c(=O)n(C)c1=O
  1, 0.1, -1.1, 0.8, -4.7, 5.7, 1, 3.7, 19.1, -4.9
Cc1ccc(-c2ccc(CCC(=O)O)n2-c2ccc(O)cc2)cc1
  1.1, -8.2, 2.7, 1.1, -6.3, -19.3, 1, -13.1, -7.4, 4.9
CC(C)(Cc1ccc(O)cc1)NC(=O)CC(=O)N=Nc1c(O)[nH]c2cc(Br)ccc12
  1, -4.8, 2.7, 1.1, 4.0, -14.4, 1.2, -36.9, -7.9, -19.9
CO/N=C/c1c(-c2ccccc2)nn(C)c1Cl
  1, -2.5, -0.6, 1.1, -4.9, 5.7, 1.1, -10.9, -5.7, -11.4
Cc1ccc(C(=C2C3C=CC2C2C(=O)NC(=O)C32)c2ccc(C)cc2)cc1 (stereo not given)
  1, 11.7, 6.0, 1, -2.5, 2.4, 0.9, -1.2, -3.0, 6.3
COc1ccccc1CN1CCCC(C(=O)N(C)Cc2ccccc2)C1 (stereo not given)
  1, 52.4*, 1.3, 1, -0.5, 2.2, 1.1, -4.5, 2.5, -15.0
O=C(NCCc1ccccc1)C1CCN(S(=O)(=O)c2ccc(-n3cnnn3)cc2)CC1
  1, -8.8, 3.4, 1, 0.1, -1.3, 1, -8.7, -0.8, 1.7
CCc1ccc(-c2nc(CN3CCC(C(=O)NCc4ccc(F)cc4)CC3)c(C)o2)cc1
  1.2, 0.9, 1.0, 1.1, -17.4, 3.4, 1.4, -16.8, -6.3, -36.7
Cc1ccc2nc(Cn3cc(C(F)(F)F)ccc3=O)cc(=O)n2c1
  1, -5.3, 0.7, 0.9, -3.6, 16.9, 1.1, -5.5, 12.5, -5.3
CC(C)COC(=O)Nc1nnc(SCCOc2ccccc2)s1
  1, -4.4, 5.1, 1, -3.8, -27.8, 0.9, -11.9, -0.9, 6.4
COc1ccc(/C=C/C(=O)OCC(=O)NCCC2=CCCCC2)cc1S(=O)(=O)N1CCOCC1
  1, 5.8, 1.6, 1, -4.5, -15.2, 1, -9.9, -4.2, 1.0

Of the compounds above, these contain a thiophene ring, fused or not.
Each structure is followed by: TNAP act hiacc, Lmaj promast, RAM network inh, FLuc act counter, TNAP inh hiacc, APP transl inh, bIAP act, TNAP inh no acc, FLuc inhib CS, bIAP inh
CCCn1c(N2CCN(CC(=O)NCc3cccs3)CC2)nc2ccccc21
  1, 10.1, -0.1, 1, -0.9, -1.8, 1.1, -1.3, -2.1, -5.9
COc1ccc(N(C(=O)CS(=O)CC(=O)Nc2ccc(F)cc2)C(C(=O)NC2CCCCC2)c2cccs2)cc1 (stereo not given)
  1, -4.2, 2.5, 1.1, -4.7, 4.5, 0.7, -9.5, -8.2, 27.5
COC(=O)c1cc2sc(Cl)cc2n1CC(=O)Nc1cccc(SC)c1
  1, 16.2, 3.9, 1.1, -3.6, 6.0, 0.9, -9.9, -8.0, 14.7
O=C(c1ccc(Br)cc1)N1CCCC(c2nc(-c3cccs3)no2)C1 (stereo not given)
  0.9, 67.1*, 3.1, 1, 5.1, -21.7, 1, 12.9, -3.7, 3.3
